From PubChem
T cell modulator – modulates CD8 T cell binding to vesicles | 2C CD8+ T cell-vesicle binding, flow cytometry; stronger effect = lower value | calls only at 7 µM | 330,000 tested, 0.068% active | AID 2052;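 active means response, share of CD8 T cells binding vesicles, and their 90th percentile fluorescence all below set limits, cut at about 80% in these data, passing the limit was not always enough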
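Also added: QL9-peptide-loaded Drosophila micro-vesicles bearing Ld, ICAM-1 and B7-1; Test system: purified 2C TCR transgenic mouse naive CD8+ T cells; Measured by: cytometric PE anti-B7-1 and Alexa647 anti-CD8 signals after 1% paraformaldehyde fixation; Timing: binding step 1.5 h, 37 °C, antibody labelling 20 min, ice.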
TNAP activation fold – human TNAP enzyme activators, primary screen, biochemical, luminescent, no phosphate acceptor, uHTS (AID 1001) | purified TNAP, luminescent activation assay, no phosphate acceptor; higher activation fold means a stronger effect | one-dose activation fold at 20 µM; EC50 in µM for titrated hits | 200,000 tested, 0.03% active; in the data active means activation fold from about 3, or a potency from the dose series; inactive means the rest, 99 in 100 with activation fold below about 1.6; further: many of its hits are not listed in these tables
RSV CPE inhibition – inhibition of RSV-induced cytopathic effect – HEp-2 cells, primary 10 µM value included (AID 2391); HEp-2 cells, RSV-induced CPE inhibition; higher % means a stronger effect; 310,000 tested, 0.13% active; CPE inhibition, % at 10 µM; hits with a dose series show IC50 in µM; in the data active means a potency from the dose series; inconclusive means CPE inhibition mostly from about 23% at the one dose, without a potency; inactive means the rest, 99 in 100 with CPE inhibition below about 21%; further: strong numbers were not always called active
Large T inhibition – TAg ATPase/helicase activity blockers – biochemical (AID 1903); SV40 large T antigen ATPase/helicase inhibition assay; higher % means a stronger effect; inhibition, % at 20 µM, or IC50 in µM where a hit was titrated; 310,000 tested, 0.39% active; in the data active means a potency from the dose series; inconclusive means inhibition mostly from about 32% at the one dose, without a potency; inactive means the rest, 99 in 100 with inhibition below about 32%; further: strong numbers were not always called active
NTR1 agonist – NTR1-driven beta-arrestin-GFP spot formation – imaging, U2OS cells, high content, primary screen (AID 493036) | agonist mode | activation, % at 20 µM | 330,000 tested, 0.17% active;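 active means activation at or above 40% of the spot to cytoplasm intensity ratio, with at least 20 cells analyzed; inconclusive means wells under 20 cells, flagged as cytotoxic or low count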;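 further: 0% = DMSO without peptide and 100% = 100 nM NTR1 peptide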
Target sequence (P30989 whole entry, looked up): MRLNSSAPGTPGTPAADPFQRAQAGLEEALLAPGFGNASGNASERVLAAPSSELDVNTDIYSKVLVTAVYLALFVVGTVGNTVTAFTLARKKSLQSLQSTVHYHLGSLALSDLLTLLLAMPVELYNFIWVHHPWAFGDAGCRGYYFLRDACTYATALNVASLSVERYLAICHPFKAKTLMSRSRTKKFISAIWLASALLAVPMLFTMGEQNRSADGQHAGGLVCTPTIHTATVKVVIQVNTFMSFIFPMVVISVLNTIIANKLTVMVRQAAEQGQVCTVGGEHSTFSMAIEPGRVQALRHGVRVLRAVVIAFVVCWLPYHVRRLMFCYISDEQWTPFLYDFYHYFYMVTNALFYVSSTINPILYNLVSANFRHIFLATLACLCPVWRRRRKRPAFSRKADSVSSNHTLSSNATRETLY
Myeloid diff MLP – compounds promoting myeloid differentiation; calls only at 10 µM; 360,000 tested, 1% active; ER-HoxA9 myeloid progenitors, lysozyme-GFP differentiation, flow cytometry;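 active means normalized GFP-positive differentiation at or above the plate's own cutoff, the solvent-only control mean plus 3 SD; inconclusive means no clear call, values can overlap the other calls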;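 further: cells exposed to compound for four days before flow analysis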
Rac1 GTP hydrolysis – MgcRacGAP GTPase-activating activity inhibitors, confirmation, biochemical, ADP Hunter fluorescence; MgcRacGAP-stimulated Rac1 GTP hydrolysis, ADP Hunter fluorescence; higher % means a stronger effect; GST-tagged Rac1 F28L mutant substrate; one-dose inhibition, % at 30 µM; IC50 in µM for titrated hits; 340,000 tested, 0.6% active; AID 624330;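 active means first-screen hits whose inhibition reached a set limit at any dose in the follow-up dose series; inconclusive means inhibition above the set first-screen limit but never retested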;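 further: fluorescence reports GDP produced by GAP-driven GTP hydrolysis; strong numbers were not always called active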
PhoP inhibition – inhibitors of PhoP regulon expression, primary screen, Salmonella Typhimurium, GFP reporter (AID 1863); S. Typhimurium PhoP-regulated promoter GFP reporter, 4 h; higher % means a stronger effect; one-dose inhibition, % at 50 µM; IC50 in µM for titrated hits; 300,000 tested, 0.16% active;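 active means inhibition over 29.93%, a cutoff 3 SD above the screen mean, later confirmed by dose response; inconclusive means inhibition over 29.93% but no dose response follow-up; inactive means inhibition at most 29.93% or unconfirmed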;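 further: 0% = low Mg2+ inducing control and 100% = high Mg2+ repressing control; strong numbers were not always called active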
UTI89 phage lysis – inhibition of K1F phage lysis, E. coli UTI89, bacterial capsule biogenesis inhibitors, alamar blue (AID 488966); E. coli UTI89 K1F phage lysis, alamar blue, 2 h; higher % means a stronger effect; inhibition, % at 100 µM; hits with a dose series show IC50 in µM; 340,000 tested, 0.02% active;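 active means phage lysis inhibition, versus mean bacterial control, above a set limit; inconclusive means no clear call, values can overlap the other calls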;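 further: capsule biogenesis inhibitors block K1F phage lysis so surviving cells raise fluorescence; higher fluorescence means more inhibition of phage lysis; actives were called in the ten point dose series up to 300 µM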
T cell modulator vesicle-bound % – further read-out of T cell modulator, marked with its call; double positive events, %; measured here: CD8+ vesicle-bound cell fraction;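 binding gate set so that unloaded-vesicle control wells show 10% double positive cells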
NTR1 agonist cell count 20 µM – second read-out of NTR1 agonist, no call of its own (marks repeat the call); cell count; measured here: cell count, cytotoxicity flag
Myeloid diff MLP GFP+ MAC1+ % – further read-out of Myeloid diff MLP, marked with its call; GFP+ MAC1+ double positive, %; measured here: differentiation confirmed by MAC1 staining
The depositor's hits bear a star; i = inactive; ? = inconclusive; / = no result given; [ ] = remark or other dose.

Structure	T cell modulator	T cell modulator vesicle-bound %	TNAP activation fold	RSV CPE inhibition	Large T inhibition	NTR1 agonist	NTR1 agonist cell count 20 µM	Myeloid diff MLP	Myeloid diff MLP GFP+ MAC1+ %	Rac1 GTP hydrolysis	PhoP inhibition	UTI89 phage lysis
COc1ccc(CNC(=S)Nc2cc(C)cc(C)c2)cc1	i	54	1.1	6.8%	1%	-0.2	64	i	0.9	6%	-7%	2.4%
CCCn1nc2ccccc2c1P(=N)(N1CCOCC1)N1CCOCC1	i	36	1.1	0.1%	5%	2.4	83	i	1.3	-1%	3%	5.5%
COc1ccc(N2CCN(c3cc(C)c4ccc(C)cc4n3)CC2)cc1	i	44	1.1	18%	6%	6.8	51	i	1.1	6%	2%	0.0%
Cc1cc(C)nc(-n2ncc3c2CC(c2cccc(Cl)c2)CC3=O)n1 (centres undefined)	i	56	1.1	3.0%	5%	3.9	58	i	0.5	8%	4%	0.0%
Cc1ccccc1C(=O)NC1CCN(CC(=O)Nc2ccc(N(C)C)cc2)CC1	i	58	/	0.5%	?	0.6	46	i	0.5	?	2%	0.1%
O=C(Nc1cccc(F)c1)Nc1ccc2c(c1)C(=O)OC2	i	51	/	-0.3%	2%	1.0	75	i	0.0	1%	0%	1.1%[50 µM]
O=C1CCC(c2ccccc2)(c2ccccc2)CC1	i	64	/	-1.2%	-25%	1.4	41	i	0.3	10%	-5%	0.1%
O=C(N/N=C/c1cc([N+](=O)[O-])c(N2CCOCC2)cc1N1CCOCC1)c1cccnc1	i	45	1	-0.2%	14%	1.9	55	i	0.0	1%	-9%	-0.1%
CCCCOc1ccccc1C(=O)N(Cc1ccc(C)o1)C1CCS(=O)(=O)C1 (centres undefined)	i	28	/	0.3%	-2%	0.0	101	i	1.3	9%	-7%	0.2%
COc1ccccc1NC(=O)CSc1nnc(Cc2cccn2C)n1-c1ccc(F)cc1	i	43	1.2	-0.3%	4%	-3.2	46	i	3.0	3%	2%	-1.0%
CCOc1ccc(NC(=O)C(=O)NCc2ccncc2)cc1	i	27	1.1	1.8%	4%	4.0	46	i	1.0	-3%	-6%	-0.4%
COc1ccc(-c2cc(=O)c3c(O)cc(O)cc3o2)cc1	i	40	/	2.8%	-3%	5.7	57	i	2.7	-5%	-21%	1.2%
O=Cc1ccc(C(=O)OCC(=O)NCc2ccco2)cc1	i	57	/	/	/	0.3	49	i	0.2	2%	/	-0.7%
C=CCOc1ccc(CNc2ccc3[nH]c(=O)[nH]c3c2)cc1OCC	i	20	1.1	1.0%	20µM*	-0.2	57	i	1.2	8%	2%	-0.2%
COc1cc(NC(=O)CC2NCCNC2=O)cc(OC)c1 (centres undefined)	i	49	1.1	-0.9%	15%	-1.9	57	i	1.3	7%	2%	11%
NC(=O)c1ccc(NC(=O)COC(=O)c2ccc3c(c2)OCO3)cc1	i	29	/	1.2%	/	3.3	58	i	0.4	2%	/	0.4%[50 µM]
CC(Nc1cccc2ccccc12)C(=O)N/N=C/c1ccc([N+](=O)[O-])cc1 (centres undefined)	i	48	1	22µM*	15%	5.9	53	i	1.4	9%	11%	0.1%[50 µM]
CC(=O)c1ccc(NC(=S)NCCc2ccccn2)cc1	i	43	1.1	1.0%	1%	-1.0	31	i	1.3	7%	7%	6.2%
Cn1c(CNC(=O)c2ccco2)nnc1SCC(=O)Nc1cccc(Br)c1	i	20	1.1	0.0%	8%	0.8	69	i	1.2	5%	-4%	0.2%
Cc1ccc(-c2nn(CC(=O)Nc3ccc4c(c3)nc3n4CCOC3)c(=O)c3ccccc23)cc1	i	16	1.1	-1.0%	16%	-1.8	73	i	1.1	4%	-15%	-0.3%
COc1ccc(N(Cc2cc3cc(OC)ccc3[nH]c2=O)C(=O)C2CCCO2)cc1 (centres undefined)	i	48	1.1	2.7%	4%	0.3	41	i	0.8	5%	2%	0.6%
COc1ccc(/C=C(\NC(=O)c2ccccc2)C(=O)OCC2CCCN3CCCCC23)cc1OC (centres undefined)	i	23	0.9	-1.2%	-4%	0.7	51	i	0.8	2%	-5%	0.1%
O=C(N/N=C/c1ccc(N2CCOCC2)o1)c1ccccc1[N+](=O)[O-]	i	57	1	0.2%	11%	-0.3	27	i	0.0	5%	-5%	3.0%
CS/C(=N\S(=O)(=O)c1cccs1)Nc1ccc(F)cc1	i	48	0.9	-0.1%	2%	0.6	53	i	0.9	1%	12%	1.4%
O=C(COC(=O)c1cc(S(=O)(=O)N2CCCC2)ccc1O)Nc1ccc(SC(F)F)cc1	i	43	/	1.9%	/	2.0	53	i	1.4	6%	/	0.7%[50 µM]
CCn1nnnc1-c1ccc(OC)c(S(=O)(=O)Nc2ccc(S(N)(=O)=O)cc2)c1	i	51	1	0.5%	8%	-0.1	45	i	0.5	-2%	6%	-0.5%
COc1cc(/C=C/C(=O)OCC(=O)NCC(=O)Nc2cccc(C)c2C)ccc1OC(F)F	i	24	/	0.9%	/	0.5	50	i	0.8	1%	/	1.2%[50 µM]
COC(=O)c1ccc(Oc2cc(C)nc(NCc3ccccc3)n2)cc1	i	14	1.1	1.4%	16%	-2.2	99	i	1.0	-7%	-7%	-1.4%
Cc1ccc(S(=O)(=O)c2nnn(-c3cccc(F)c3)c2N)cc1	i	13	1	12%	6%	2.6	69	i	1.0	2%	-1%	1.2%
Cc1cccc(C)c1NC(=S)N/N=C1\CC2CC=CC12 (centres undefined)	i	26	1.1	7.0%	6%	-0.8	45	i	0.2	5%	8%	-0.6%
CC(=O)C[C@@H](O)CC(=O)[C@@H]1OC(=O)[C@@H](C)CCCCc2ccccc21	i	13	/	/	/	2.4	58	i	0.3	6%	/	0.1%
O=C(O)C1CC=CCC1C(=O)NCc1cn2ccccc2n1 (centres undefined)	i	46	1.1	2.1%	8%	1.2	66	i	2.2	0%	7%	1.5%
Cc1ccc(NC(=O)c2cnn(-c3ccccc3)c2NC(=O)c2ccco2)cc1C	i	3	1.1	8.3%	7%	0.2	52	i	0.0	9%	-5%	0.6%
COCCCNC(=O)CC1Oc2ccccc2NC1=O (centres undefined)	i	41	1.1	0.6%	-1%	-2.0	53	i	3.4	2%	10%	-11%
CN(/N=C/c1ccc(N(C)C)cc1)C1=NS(=O)(=O)c2ccccc21	i	20	/	0.5%	4%	0.4	95	i	0.5	/	-34%	0.0%
CC(=O)c1c(C)[nH]c(C(=O)COC(=O)c2ccc(C)s2)c1C	i	6	/	/	/	-0.2	65	?	/	7%	/	2.6%
CC(=O)Nc1ccc(NC(=O)c2ccc3c(c2)CCN3S(C)(=O)=O)cc1	i	10	/	-0.1%	8%	-0.9	71	i	0.6	8%	18%	0.3%
CC(C(=O)N1CCN(Cc2ccc3c(c2)OCO3)CC1)n1cc([N+](=O)[O-])cn1 (centres undefined)	i	27	/	1.4%	20%	0.9	24	i	0.3	7%	-1%	0.3%
CC1=NN(c2ccc(Cl)cc2)C(=O)C1C(c1ccccc1O)c1c(C)[nH]n(-c2ccc(Cl)cc2)c1=O (centres undefined)	i	46	0.9	2.3%	21%	8.8	62	i	0.2	-2%	7%	1.1%[50 µM]
CCN1C(=O)N[C@H](c2ccc(Br)cc2)C(C(=O)OC)=C1C	i	24	/	0.1%	10%	-2.5	87	i	1.5	6%	-3%	-0.2%

Reformatted: three of the compounds above.
Results follow in this order: T cell modulator	T cell modulator vesicle-bound %	TNAP activation fold	RSV CPE inhibition	Large T inhibition	NTR1 agonist	NTR1 agonist cell count 20 µM	Myeloid diff MLP	Myeloid diff MLP GFP+ MAC1+ %	Rac1 GTP hydrolysis	PhoP inhibition	UTI89 phage lysis
CC(=O)Nc1ccc(NC(=O)c2ccc3c(c2)CCN3S(C)(=O)=O)cc1
 : i	10	/	-0.1%	8%	-0.9	71	i	0.6	8%	18%	0.3%
Cc1ccc(NC(=O)c2cnn(-c3ccccc3)c2NC(=O)c2ccco2)cc1C
 : i	3	1.1	8.3%	7%	0.2	52	i	0.0	9%	-5%	0.6%
CCN1C(=O)N[C@H](c2ccc(Br)cc2)C(C(=O)OC)=C1C
 : i	24	/	0.1%	10%	-2.5	87	i	1.5	6%	-3%	-0.2%

(next part)
Structure	T cell modulator	T cell modulator vesicle-bound %	TNAP activation fold	RSV CPE inhibition	Large T inhibition	NTR1 agonist	NTR1 agonist cell count 20 µM	Myeloid diff MLP	Myeloid diff MLP GFP+ MAC1+ %	Rac1 GTP hydrolysis	PhoP inhibition	UTI89 phage lysis
Cc1ccc(-n2c(=O)c3sccc3n(CC(=O)NCc3ccco3)c2=O)cc1	i	9	1	1.5%	0%	0.2	88	i	7.2	5%	-10%	-0.4%
COCCCNCCCCOc1c(Cl)cc(C)cc1Br	i	38	1	-2.9%	0%	1.7	67	i	0.9	64µM*	16%	0.0%
CCc1noc(C)c1C(=O)OCC(=O)Nc1nc(-c2ccc(F)c(F)c2)cs1	i	43	/	3.1%	/	0.9	74	i	1.1	3%	/	1.2%[50 µM]
CC(C)n1c(C(=O)OCC(=O)NCc2ccc3c(c2)OCO3)cc2sccc21	i	10	1.1	-0.8%	7%	2.0	68	i	10	-8%	-1%	0.1%[50 µM]
O=C(Nc1ccc(S(=O)(=O)N2CCOCC2)cc1)c1ccc2c(c1)S(=O)(=O)c1ccccc1C2=O	i	12	1.1	3.1%	19%	-0.7	39	i	0.3	15%	4%	0.3%
C/C(=N/NC(=O)CC1N=C(Cc2ccccc2)NNC1=O)c1cccnc1 (centres undefined)	i	48	1.1	-1.8%	-1%	1.6	62	i	0.4	-5%	-2%	2.0%
CCc1cc(S(N)(=O)=O)cc(CC)c1NC(C)=O	i	21	/	-1.3%	5%	-1.7	15	i	1.5	2%	-10%	-0.1%
CCOC(=O)N1CCC(NC(=O)c2ccccc2C(=O)O)CC1	i	41	/	/	3%	0.0	52	i	0.9	10%	-8%	-0.2%
COC(=O)c1cc(S(=O)(=O)N2CCN(c3cccc(Cl)c3)CC2)c[nH]1	i	15	/	0.4%	3%	-0.4	94	i	3.2	2%	/	-0.3%
